# DT40 TDP1 no CPT = qHTS for Inhibitors of human tyrosyl-DNA phosphodiesterase 1 (TDP1): qHTS in cells in absence of CPT | Potency, µM (doses to about 46.2 µM), inactives show at the top dose activity change, negative = growth inhibition, usual class: inhibitors | hit rate 15% among 420,000 | AID 686978, 2013 | DT40 Tdp1-/- hTDP1 cells, no CPT, ATP luminescence, 48 h; active means well fitted inhibition curve with a large enough effect; inconclusive means small, poorly fitted or top-dose-only effect; further: nearly all actives have a fitted effect of over 55% in size
#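 A cellular qHTS used chicken DT40 cells lacking endogenous Tdp1 but carrying stably transfected human TDP1. Compounds were applied without camptothecin, and cell growth kinetics were judged by ATP-dependent luminescence after ≥48 hr.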
# The depositor's hits bear a star; ? = inconclusive. On the % scale 0 is the no-effect control and ±100 the full control effect; potency means the concentration at half of the fitted maximal effect.
SMILES,DT40 TDP1 no CPT
O=[N+]([O-])c1ccccc1C=NN1CCCCCC1,?
O=C(Nc1cccc(C(=O)N2CCCCC2)c1)C1CC1,13.5%
COC(=O)c1sc(NC(=O)c2cnccn2)c(C(=O)OC)c1C,5.7%
COc1oc(C(=O)NC2CCCCC2)c(-c2ccc(Cl)cc2)c1S(=O)(=O)c1ccccc1,20.6µM*
CCc1nc2ccc(C(=O)Nc3ccc(C(N)=O)cc3)cn2c1N(C)CCC(C)C,23.1µM*
COc1ccc([C@H]2CC(=O)C[C@@H](CCn3cc(-c4nccn4C)nn3)O2)cc1,-18.3%
CC[C@H](C)[C@@H](N)C(=O)NC[C@H]1O[C@@H](n2cnc3c(=O)[nH]c(N)nc32)[C@H](O)[C@@H]1O,8.6%
CC1(C(=O)NCc2ccccc2)CSCC(=O)N1CCCn1ccnc1 (centres undefined),23.5%
CC(=O)OC1CCC2(C)C(CCC3C2CC(=NO)C2(C)C(C(C)OC(C)=O)CCC32)C1 (centres undefined),18.4µM*
C[C@@H]1CN(S(=O)C(C)(C)C)[C@@H](CCO)/C1=C\CCO (some centres undefined),9.3%
CN(C)C(=O)CNc1ccn2nc(-c3cccc(Cl)c3)cc2n1,18.4µM*
CC(C)(C)C(=O)OCC(=O)[C@H]1CC[C@H]2[C@@H]3CCC4=CC(=O)CC[C@]4(C)[C@H]3CC[C@]12C,1.2%
CCc1cccc(CC)c1N1C(=O)CSCC1=O,-7.5%
CCCCC(=O)N(C)c1c(CC)nc2c(OCC3CCCCC3)cccn12,20.6µM*
NC(c1csc(Nc2ccc(C(=O)NCCO)cc2)n1)C1CCCCC1 (centres undefined),6.51µM*
CC(C)(O)c1ccccc1CC[C@@H](SCC1(CC(=O)O)CC1)c1cccc(/C=C/c2ccc3ccc(Cl)cc3n2)c1,?
O=C(Cc1ccc([N+](=O)[O-])cc1)NCCS(=O)(=O)N1CCN(c2ccccc2)CC1,?
COc1ccc(NC(=O)C2Cc3c(-c4cccc(C(C)=O)c4)ccnc3O2)cc1 (centres undefined),2.91µM*
CC1(C(=O)NCc2ccccc2Br)CCN1C(=O)CCc1ccc(Cl)cc1Cl (centres undefined),-65.0%
O=C(NCCCN1CCOCC1)C1Nc2ccc(OC(F)(F)F)cc2C2C=CCC12 (centres undefined),?
CCN(CC(=O)Nc1c(F)cccc1F)C(=O)c1ccc(=O)n(C)n1,9.7%
Cc1ccc(S(=O)(=O)CCC(=O)OCc2nnc(-c3ccc([N+](=O)[O-])cc3)o2)cc1,-4.5%
COc1ccc(OC)c(CN2C(=O)c3ccccc3C2c2nnnn2C2CCCC2)c1 (centres undefined),16.4µM*
Cc1cc(C(O)c2ncc(-c3ccc(Oc4ccccc4)cc3)[nH]2)ccc1F (centres undefined),?
O=C(O)C[C@H]1c2cc(C(F)(F)F)ccc2S(=O)(=O)N1Cc1ccccc1,?

# The listing continues:
SMILES,DT40 TDP1 no CPT
COc1ccccc1N(C)c1cc2c(c3c1ccn3C)C1CCC2O1 (centres undefined),?
Cc1c(C(=O)NCc2cccc(C(F)(F)F)c2)sc(=O)n1Cc1ccc(F)cc1,?
NC(N)=NN=C(c1ccc(F)cc1)c1ccc(C(F)(F)F)cc1,2.31µM*
O=C(Nc1ccc2c(c1)OCO2)c1ccc2sc([C@@H]3O[C@H](CO)[C@H](O)[C@H](O)[C@H]3O)nc2c1,0.6%
COc1cc2c(cc1OC)C(c1ccc(Br)cc1)NCC2 (centres undefined),?
Clc1nc(-c2ccccc2)ncc1Oc1ccccc1,11.7%
O=C(CN1CCOCC1)Nc1cccc(C(F)(F)F)c1,-14.1%
CCCC(C)(C)C(=O)N1CCC1(C)C(=O)Nc1cccc2ccccc12 (centres undefined),10.3µM*
O=C(NC1CCCC1)C1C(c2ccc(C(F)(F)F)cc2)=Nc2ccccc2N1C(=O)c1ccco1 (centres undefined),?
CC(C)(C)NC(=O)C(c1ccco1)N(C(=O)Cn1nnc(-c2ccc(F)cc2)n1)c1ccccc1 (centres undefined),?
O=C(/C=C/[C@H]1O[C@@H](n2ccc(=O)[nH]c2=O)[C@H](O)[C@@H]1O)NCc1cccs1,7.3%
COc1ccc(-c2oc3c(c2-c2cnc(OC)nc2)C(O)CC3)cc1 (centres undefined),?
CCOC(=O)C1=C(COC(=O)c2ccc(Br)c(S(=O)(=O)N3CCOCC3)c2)NC(=O)NC1C (centres undefined),7.5%
OCC1OC(O)CC(O)C1O (centres undefined),-4.0%
COc1ccc(CCNC(=O)COC(=O)C2=NNC(=O)CC2)cc1,-23.0%
O=C1NN=C(c2ccccc2)C1Cc1ccccc1 (centres undefined),7.6%
COC(=O)[C@]12CCCCC=C1N(Cc1ccc(Cl)cc1Cl)C(=O)[C@H](CC(=O)NCc1cccc(C(F)(F)F)c1)C2,?
COc1ccc(CN2CCOc3ccc(CN4CCC(Oc5cccnc5)CC4)cc3C2)cc1,-28.5%
CNC(=O)[C@@H]1C[C@H](Sc2nc3ccccc3[nH]2)CN1Cc1ccccc1C(F)(F)F,?
CCN(CC)S(=O)(=O)c1ccc(S(=O)(=O)N(CC(=O)Nc2ccccc2)CC2CCCO2)cc1 (centres undefined),?
O=C(NCc1cccc(Cl)c1)C1Cc2c(-c3ccc(Cl)cc3)ccnc2O1 (centres undefined),?
CN(c1ccccc1)S(=O)(=O)CS(=O)(=O)N(C)c1ccccc1,-10.4%
O=C(NCc1ccccn1)C1CCN(C2CCN(Cc3cccc(F)c3)CC2)CC1,-0.5%
C[C@H](NC(=O)c1ncn2c1C(=O)NC[C@H]2C)c1ccccc1,-2.6%
CC[C@H](C)[C@@H](CO)NC(=O)[C@H]1O[C@@H](n2ccc(=O)[nH]c2=O)[C@H](O)[C@@H]1O,-11.4%

# The listing continues:
SMILES,DT40 TDP1 no CPT
Cc1ccc(C(=O)N2c3ccccc3Sc3ccccc32)cc1,7.4%
S=C1SCCN1Cc1ccccc1,0.7%
CCOC(=O)N1CCN(C(C(=O)NC2CCCC2)c2cccc(OC)c2OC)CC1 (centres undefined),-19.1%
Cc1ccc(S(=O)(=O)N(C)C[C@@H]2OCc3cnnn3CCCC(=O)N([C@H](C)CO)C[C@@H]2C)cc1,-21.8%
COc1ccc(-c2csc(C(C#N)=C(O)CSc3nccn3C)n2)cc1OC,?
O=S(=O)(c1ccccc1)N(c1ccccc1)S(=O)(=O)c1ccccc1,-22.2%
O=C1NC(=S)SC1=Cc1ccc2c(c1)OCO2,-23.1%
CC(c1cccnc1)N(CCN(C)C)C(=O)Nc1ccc(Cl)c(Cl)c1 (centres undefined),?
COc1cc(C(O)c2nc(-c3csc4ccccc34)cs2)ccc1F (centres undefined),18.4µM*
COc1cccc(-c2cc3nc(NCc4ccc(C)cc4C)n(C)c(=O)c3s2)c1,?
COc1cc2c(cc1OC)CN(C(=O)CSC1=NCCS1)CC2,20.6µM*
CC1(C)CC2(C)CC(=O)C1C(C(=O)O)C2C(=O)O (centres undefined),6.1%
COc1ccccc1CC1(C)C(=O)Nc2ccc(S(=O)(=O)NC3CCCCC3)cc21 (centres undefined),?
O=C(O)C[C@H]1c2cc(C(F)(F)F)ccc2S(=O)(=O)N1C1CCN(Cc2ccccc2)CC1,-24.3%
C/C(Nc1ccc(Cl)c(Cl)c1)=C1/CCOC1=O,?
COC(=O)C1CC(O)C(O)C(O)C1 (centres undefined),-3.1%
Cc1ccc(C(=O)NCC(=O)NCC(=O)OCc2ccc(Oc3ccc([N+](=O)[O-])cc3)cc2)cc1,20.6µM*
O=C(NCc1ccncc1)[C@@H]1CCCN1C(=O)[C@@H]1CCCN1C(=O)c1c(F)cccc1F,-16.7%
CN(CC(=O)N/N=C/c1ccc(F)cc1)S(=O)(=O)c1ccccc1,-10.6%
CN(C)c1ncnc2c1nnn2C1OC(CO)C(O)C1O (centres undefined),0.326µM*
CC1Cc2cc(/C(O)=C3/C(=O)C(=O)N(CCCn4ccnc4)C3c3ccc([N+](=O)[O-])cc3)ccc2O1 (centres undefined),10.6%
O=C(COC(=O)c1ccc(O)cc1)Nc1cc(S(=O)(=O)N2CCCCCC2)ccc1Cl,?
CCc1ccccc1NC(=O)CCC(=O)N1CCN(C(C)=O)CC1,6.1%
O=C(Nc1cccc2cccnc12)c1ccccc1Br,?
COc1ccc2[nH]c(C)cc2c1,4.4%

# Continued:
SMILES,DT40 TDP1 no CPT
O=C(Nc1cccc(C(=O)NC2CC2)c1)c1ccccc1,0.4%
COc1ccc(NC(=O)CN(C)C(=O)c2ccc(S(=O)(=O)N3CCOCC3)cc2)cc1,-23.6%
COc1ccc(-c2csc(C(C)(O)c3cccnc3)n2)cn1 (centres undefined),-27.0%
COc1cccc(NC(=O)C2(C)CCN2C(=O)CC2CCCC2)c1 (centres undefined),?
CCCCN1CC[C@H]2C=CC[C@@H](C(=O)NCc3ccc(OC)cc3)[C@H]2C1=O,?
Cc1ccc(S(=O)(=O)N2C[C@H]3C(=O)C[C@@H](c4ccccc4)N(S(=O)(=O)c4ccc(Br)cc4)[C@H]3C[C@H]2c2ccccc2)cc1,-21.0%
CCC(CC)CN1CCC(CN2CCNC(=O)C2=O)CC1,5.2%
CC(C)(C)NC(=O)C1c2ccccc2OCC(=O)N1Cc1ccccn1 (centres undefined),-6.8%
CC1CC(C(O)c2ccccn2)C(=O)C(C(O)c2ccccn2)C1 (centres undefined),?
CC(CNC(=O)c1ccccc1[N+](=O)[O-])NC(=O)c1ccccc1[N+](=O)[O-] (centres undefined),-3.2%
CC(C)(CCc1ccccn1)C(=O)C(CCc1ccccn1)CCc1ccccn1,?
CCCS(=O)(=O)NC(=O)C1(C)CCCN(C(=O)c2ccccc2OC)C1 (centres undefined),1.8%
CCOc1ccc(OCCC(=O)OCC(=O)Nc2cc(S(=O)(=O)N3CCOCC3)ccc2OC)cc1,4.5%
CCN(CC)c1ccc2cc(C(=O)c3cccs3)c(=O)oc2c1,?
O=C(Nc1nccs1)[C@@H]1CC=C[C@@H]2CCN(Cc3ccccc3)C(=O)[C@@H]21,?
COc1ccc(-n2nnnc2C(CCSC)N2CCN(C/C=C/c3ccccc3)CC2)cc1 (centres undefined),?
Cc1ccc2c(c1)CO[C@]21O[C@H](CCO)C[C@H](O)[C@H]1O,1.8%
CCN(CC)C(=O)C1=C(C)N(CCCOC)C(=O)C(CC(=O)NCc2ccco2)C1 (centres undefined),-2.3%
C=CCNC(=O)c1ccc2c(c1)S(=O)(=O)c1ccccc1C2=O,-21.5%
CC(=O)c1ccc(Nc2nc(C(N)C(C)C)cs2)cc1 (centres undefined),?
CCCNC(=O)C1(C)CCN(Cc2ccc(Oc3ccccc3)cc2)C1 (centres undefined),?
CCC(C(=O)NC(=O)NC(C)=O)c1ccccc1 (centres undefined),-22.0%
COc1ccc(NC(=S)NNC(=O)c2ccco2)c(OC)c1,10.8%
Cc1cccc(S(=O)(=O)NC(=O)C2(C)CCN2C(=O)Cc2ccsc2)c1 (centres undefined),0.1%
COc1ccc(-c2c(-c3ccsc3)oc3c2C(O)CCC3)cn1 (centres undefined),-21.0%

# Gathered by group: the compounds so far containing a thiophene ring, fused or not
SMILES,DT40 TDP1 no CPT
COC(=O)c1sc(NC(=O)c2cnccn2)c(C(=O)OC)c1C,5.7%
O=C(/C=C/[C@H]1O[C@@H](n2ccc(=O)[nH]c2=O)[C@H](O)[C@@H]1O)NCc1cccs1,7.3%
COc1cc(C(O)c2nc(-c3csc4ccccc34)cs2)ccc1F (centres undefined),18.4µM*
COc1cccc(-c2cc3nc(NCc4ccc(C)cc4C)n(C)c(=O)c3s2)c1,?
CCN(CC)c1ccc2cc(C(=O)c3cccs3)c(=O)oc2c1,?
Cc1cccc(S(=O)(=O)NC(=O)C2(C)CCN2C(=O)Cc2ccsc2)c1 (centres undefined),0.1%
COc1ccc(-c2c(-c3ccsc3)oc3c2C(O)CCC3)cn1 (centres undefined),-21.0%

# Shown tab-delimited: five of the compounds above
mol	DT40 TDP1 no CPT
CC1CC(C(O)c2ccccn2)C(=O)C(C(O)c2ccccn2)C1 (centres undefined)	?
CC(C)(CCc1ccccn1)C(=O)C(CCc1ccccn1)CCc1ccccn1	?
CCCCN1CC[C@H]2C=CC[C@@H](C(=O)NCc3ccc(OC)cc3)[C@H]2C1=O	?
CCN(CC)c1ccc2cc(C(=O)c3cccs3)c(=O)oc2c1	?
Cc1ccc2c(c1)CO[C@]21O[C@H](CCO)C[C@H](O)[C@H]1O	1.8%

# Additional records follow.
SMILES,DT40 TDP1 no CPT
CCN(C(=O)COC(=O)/C(=C/c1ccccc1)NC(C)=O)c1c(N)n(Cc2ccccc2)c(=O)[nH]c1=O,-14.7%
CC(C)c1c(C(=O)N(C)C2CCN(C)CC2)cnn1-c1nccc(-c2ccco2)n1,-10.2%
CCCCCC(=O)N1C[C@H](O)[C@@H](n2cc(C3CC3)nn2)C[C@@H]1c1ccc(Cl)cc1,-13.5%
Cc1c(C(=O)NCc2ccc3c(c2)OCCO3)sc(=O)n1Cc1ccccc1C#N,16.4µM*
Cc1c(Br)cccc1NC(=O)C1(C)CCN1CCc1ccccc1 (centres undefined),?
Cc1cc(CSc2ccc(Cl)cc2)ccc1N,-14.5%
c1ccc(COc2ccc(-c3cc4nc(NCCOc5ccccc5)ccn4n3)cc2)cc1,?
Nc1cccc[n+]1C(c1ccnc2ccccc12)[n+]1ccccc1N,1µM*
CCC1([N+](=O)[O-])COC(c2ccc(C(C)C)cc2)OC1 (centres undefined),?
O=C(c1cc2nc(-c3ccccc3)cc(C(F)(F)F)n2n1)N1CCCC1,2.6%
COCCn1c(SCC(=O)N2CCCC2)nc2c(c1=O)SCC2,11.5%
COc1cccc2sc(=NC(=O)CS(=O)(=O)c3ccccc3)n(C)c12,14.6µM*
Cc1ccc(CN2CC(N3CCCC3)CS2(=O)=O)cc1 (centres undefined),1.4%
CCOC(=O)C1c2cccc(O)c2CCN1C(C)=O (centres undefined),-2.6%
CNC[C@@H]1Oc2cc(Br)ccc2S(=O)(=O)N([C@H](C)CO)C[C@@H]1C,?
O=C(Nc1ccc(Cl)cc1Cl)[C@@H]1CC=C[C@@H]2CCN(C3CCCCC3)C(=O)[C@@H]21,17.8µM*

# Source: PubChem BioAssay

# An excerpt; the hit share may differ from the screen's.
